NPYLR7 agonist = agonists of mosquito NPYLR7 receptor, primary screen, cell-based, Aedes aegypti, calcium fluorescence, mosquito biting behavior; activation, % at 10 µM; 270,000 tested, 0.15% active; AID 1259423, 2018; Aedes aegypti neuropeptide Y-like receptor 7 (NPYLR7); HEK293T NPYLR7/Galpha15, GCaMP6s calcium fluorescence; in the data active = activation above about 40%;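 also: 0% = vehicle and 100% = reference agonist at the receptor; some compounds past the cut are filed as inactive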
mcGAS inh = cyclic GMP-AMP synthase inhibitors, mouse, primary biochemical chemiluminescence; AID 1259399, 2018; 160,000 tested, 0.15% active; inhibition, % at 12.5 µM; recombinant cGAS, Kinase-Glo ATP depletion luminescence;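 also: 0% = negative control wells and 100% = reference inhibitor with no enzyme activity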
hcGAS lum = Primary biochemical luminescence assay for human cyclic GMP-AMP synthase inhibitors. recombinant h-cGAS, ATP depletion, Kinase-Glo luminescence. inhibition, % at 12.5 µM. 290,000 tested, 0.081% active;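 also: 0% = vehicle reaction and 100% = reaction without DNA for no activity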
Target sequence (Q8N884 whole entry, looked up): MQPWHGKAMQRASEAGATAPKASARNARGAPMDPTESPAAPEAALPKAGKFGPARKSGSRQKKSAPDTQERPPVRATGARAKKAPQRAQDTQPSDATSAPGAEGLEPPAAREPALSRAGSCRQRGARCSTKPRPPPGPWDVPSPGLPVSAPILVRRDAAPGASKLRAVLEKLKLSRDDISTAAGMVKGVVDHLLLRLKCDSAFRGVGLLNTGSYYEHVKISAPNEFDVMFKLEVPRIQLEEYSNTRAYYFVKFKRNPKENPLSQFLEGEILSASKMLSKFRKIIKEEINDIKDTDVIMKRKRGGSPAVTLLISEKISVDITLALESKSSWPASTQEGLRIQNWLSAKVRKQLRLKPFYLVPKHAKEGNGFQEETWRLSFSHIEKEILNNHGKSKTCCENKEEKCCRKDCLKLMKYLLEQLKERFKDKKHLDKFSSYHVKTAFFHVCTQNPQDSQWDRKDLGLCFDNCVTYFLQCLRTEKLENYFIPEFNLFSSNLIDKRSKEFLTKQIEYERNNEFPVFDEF
Starred values were filed as active, the others as inactive; nt = no result given; & = joins results of further samples. Rule as the data show it, unless noted: active = inhibition above about 40%; inactive = the rest. The order is random; overall some 0.26% were active at least once.

smiles	NPYLR7 agonist	hcGAS lum	mcGAS inh
O=c1[nH]c2c(-c3nc4ccccc4s3)c(O)cn2c2sc3c(c12)CCCC3	-5	-8	nt
CS(=O)(=O)N1CCOC(CNCC(=O)NCc2ccccc2F)C1 (stereo not drawn)	0	-5	-10
CN1CCN(c2cc(C(=O)Nc3cc(N4CCOC4=O)ccc3F)ccn2)CC1	1	-5	-18
O=C(O)C1(S(=O)(=O)c2ccc(Cl)c(Cl)c2)CCCC1	2	-5	nt
CC(=O)c1ccc(S(=O)(=O)N2CCN(C(=O)Oc3ccccc3)CC2)cc1	3	1	nt
CC(C)CN(Cc1cccc(OS(=O)(=O)c2cccc(C(F)(F)F)c2)c1)C(=O)NC12CC3CC(CC(C3)C1)C2	5	-9	-7
Cc1nc(CC(=O)NNC(=S)NC2CC3CCC2C3)cs1 (stereo not drawn)	1	-1	-5
Cc1cccc(Oc2ccnc(N3CCC[C@H]3C(=O)NCc3ccc(F)cc3)n2)c1	-2	-2	-2
CCN(CC)C(=O)Oc1ccc2c(ccn2Cc2ccccc2F)c1NC(=O)c1cc(F)cc(C(F)(F)F)c1	-1	-3	-5
Cc1ccc(-n2c(SCC(=O)N(C)CCC#N)nc3ccccc3c2=O)nc1	10	-10	nt
Cc1ccc(NC(=O)N2CCC3(CC2)C(=O)N(CC(=O)N2CCCC2)CN3c2ccccc2)cc1Cl	-3	-9	-6
Cc1noc(-c2cccs2)c1C(=O)N(C)CCc1ccccn1	9	-8	-7
COc1ccc(N2C(=O)C(c3c(C(C)C)[nH]n(-c4ccc(Cl)cc4)c3=O)=C(N3CCN(C)CC3)C2=O)cc1	-7	1	0
COc1ccc(/C=C2\SC(=Nc3ccccc3Cl)NC2=O)c2ccccc12	3	-3	-4
CCCN(C)c1nccn2c(=O)n(CC(=O)NCc3ccc(C)cc3)nc12	-3	-5	-4
CCCn1nnnc1CNC(C)(CO)C1CCCCC1 (stereo not drawn)	4	-13	nt
Cc1cccn2c(=O)nc(SCC(=O)N3CCCC3)nc12	10	-4	-7
CCn1c(C2CCN(C(=O)c3cc(-c4ccccc4)on3)CC2)nn(C)c1=O	12	-3	nt
Cc1ccc(CN(CCc2ccccc2)C(=O)CN(CCN2CCOCC2)C(=O)C2CC2)o1	nt	4	2
Cc1c(C(=O)NCCc2ccccn2)cc(-c2ccc(Cl)cc2)n1-c1cccc(F)c1	-2	-11	-4
O=C1CC(=O)CC2(CCCCC2)C1	1	-4	-9
CN(c1ccccc1)S(=O)(=O)c1ccc(C(=O)Nc2cccc(N3CCCC3=O)c2)cc1	5	6	-1
CCC(C)N(Cc1ccc(OC)c(OS(=O)(=O)c2ccc(F)cc2)c1)C(=O)c1ccccc1OC (stereo not drawn)	-3	-17	-7
Cc1nc(NCCNS(=O)(=O)Cc2ccccc2)cc(-n2cccn2)n1	-8	3	0

Overlap with the part before: 2 entries; new compounds follow.
smiles	NPYLR7 agonist	hcGAS lum	mcGAS inh
CCC(C)N(Cc1ccc(OC)c(OS(=O)(=O)c2ccc(F)cc2)c1)C(=O)c1ccccc1OC (stereo not drawn)	-3	-17	-7
Cc1nc(NCCNS(=O)(=O)Cc2ccccc2)cc(-n2cccn2)n1	-8	3	0
Cc1ccc2ncc(CCNC(=O)c3ccc(F)cc3F)n2c1	3	0	nt
CCc1cc(C(=O)O)sc1C	4	0	nt
O=c1[nH]c(=S)n(-c2cccc3ccccc23)c(O)c1C=C1C=Nc2ccccc21	-8	11	6
O=C(NCc1ccsc1)NC1CCN(c2ccccc2)C1 (stereo not drawn)	-21	-7	nt
Cc1nc2nc3ccn(CCCN4CCOCC4)c(=O)c3c(-c3ccccc3)n2n1	3	-4	nt
CC(C)Oc1nc(-c2ccc(C(F)(F)F)cc2)n(-c2ccc(NC(=O)C3CC3)cc2)n1	-10	2	0
CC(NC(=O)CCN1CCCCCC1=O)c1ccc(O)c(F)c1 (stereo not drawn)	nt	-12	-14
CO[C@H]1CN(C(=O)c2cc3ccccc3[nH]2)CC[C@H]1N	9	-4	nt
CCC(C(=O)OC)n1cnc2c(nnn2Cc2ccccc2F)c1=O (stereo not drawn)	5	-4	nt
CNC(=O)c1cn(C2CCCCC2)cc(C(=O)NCC2CC3C=CC2C32CC2)c1=O (stereo not drawn)	4	-11	nt
Cc1ccc2[nH]c3c(c2c1)CCc1nonc1-3	5	4	-6
N#Cc1ccccc1COC(=O)c1ccc(CC2CC(=O)NC2=O)cc1 (stereo not drawn)	-5	-3	nt
O[C@@H]1CN(c2ncnc3nc[nH]c23)CC[C@H]1N1CCOCC1	-3	-4	nt
CC(=O)N1CCN(C(=O)CC2=CSC3=NC(C)=C(C(=O)OC(C)(C)C)C(c4ccccc4)N23)CC1 (stereo not drawn)	nt	1	2
O=C(CCC1CCCN(C2Cc3ccccc3C2)C1)Nc1ccccc1F (stereo not drawn)	5	-1	-3
CC(=O)c1cn(CCOc2ccc(Cl)cc2)c(=O)n(C)c1=O	6	-3	nt
Cc1ccccc1CNc1ccc(S(N)(=O)=O)c(C(F)(F)F)c1	3	-4	-9
Cc1nc(C(C)C)sc1C(=O)N1C[C@H]2CC[C@@H]1CN(S(C)(=O)=O)C2	nt	-10	-6
CCNC(=O)N(C1CC1)C1CCOC2(CCN(C(=O)CC3CCCC3)CC2)C1 (stereo not drawn)	nt	6	0
CNC(=O)[C@@H]1CCCC[C@@H]1c1nc(CCSC)nn1CC(=O)O	nt	-6	-5
CC(C)c1nn(CC(=O)NC2CCCC2)c(=O)c2c1cnn2-c1ccccc1	10	-5	nt
CO[C@H]1CN(C(=O)N2CCOCC2)[C@H]2Cc3c(oc4ccccc34)[C@@H]1C2	22	-4	-10
COc1ccc(-n2ccnc(SCC(=O)c3ccc(C)cc3C)c2=O)cc1	2	-4	-8
CSc1ncc(CN2CCC(CCC(=O)NCc3cccnc3)CC2)cn1	8	-11	nt
O=S(=O)(c1c(F)c(F)c(F)c(F)c1F)N1CCN(c2nc3nccc(-c4ccc(C5CCCCC5)cc4)n3n2)CC1	nt	-7	-7
Cn1ccc(C(=O)N(Cc2ccccc2)c2nc3c(F)cc(F)cc3s2)n1	nt	-13	-9
Cc1cc(Cl)ccc1NS(=O)(=O)c1ccc([N+](=O)[O-])cc1	-5	-3	-5
Cc1nnsc1CN(C)CC(O)CO (stereo not drawn)	-4&5	0&-1	nt
Cc1cc(C)cc(-c2nc3cc(C)ccn3c2NC(=O)CC(C)(C)C)c1	-8	-2	-1
COc1ccc(C2Sc3ccccc3N(CCN(C)C)C(=O)C2OC(C)=O)cc1 (stereo not drawn)	-1	-2&-4	nt
Cc1cccc(C(=O)N(Cc2cc(NC(=O)C3CCC3)ccc2N(C)C)C(C)C)c1	nt	-9	-12
Cc1cccc(S(=O)(=O)NC(=O)C2(C)CCN2C(=O)Cc2ccc(-c3ccccc3)cc2)c1 (stereo not drawn)	2	-10	nt

Five entries out of the list, arranged by SMILES length, highest first.
smiles	NPYLR7 agonist	hcGAS lum	mcGAS inh
O=S(=O)(c1c(F)c(F)c(F)c(F)c1F)N1CCN(c2nc3nccc(-c4ccc(C5CCCCC5)cc4)n3n2)CC1	nt	-7	-7
COc1ccc(C2Sc3ccccc3N(CCN(C)C)C(=O)C2OC(C)=O)cc1 (stereo not drawn)	-1	-2&-4	nt
Cc1cc(C)cc(-c2nc3cc(C)ccn3c2NC(=O)CC(C)(C)C)c1	-8	-2	-1
Cc1cc(Cl)ccc1NS(=O)(=O)c1ccc([N+](=O)[O-])cc1	-5	-3	-5
Cc1nnsc1CN(C)CC(O)CO (stereo not drawn)	-4&5	0&-1	nt

More entries
smiles	NPYLR7 agonist	hcGAS lum	mcGAS inh
CC1CCCN(c2cc(C(=O)NCC3CCCO3)c3ccccc3n2)C1 (stereo not drawn)	20	-6	nt
O=C(NCCn1ncc2c(=O)n(Cc3cccc(F)c3)cnc21)c1ccco1	-4	-6	-9
Cc1onc(-c2ccccc2Cl)c1C(=O)N1CCC(C(N)=O)CC1	1	5	nt
Cc1cccc(OCCN(C)C(=O)/C=C/c2ccc3c(c2)OCO3)c1	-1	1	nt
CN(Cn1cc(Cl)cn1)C1CCN(C(=O)OC(C)(C)C)CC1	24	-4	nt
O=C(O)c1csc(CSc2nnc(Cc3ccccc3)n2-c2cccc(C(F)(F)F)c2)n1	55*	1	0
CC(=O)N(c1ccc(C)cc1)c1nc(CN2CCN(c3ccc(C#N)cn3)CC2)cs1	-1	1	-3
Cc1ccc(F)cc1NC(=O)c1cc2cc(Cl)ccc2oc1=O	-5	-6	-5
N#CCOc1ccc(NC(=O)Cc2ccc(Cl)cc2)cc1	1	-6	nt
CCOc1cc2c(cc1NC(=O)c1cc(C(=O)OC)cc([N+](=O)[O-])c1)OC(C)C2 (stereo not drawn)	2	-1	nt
CC1(C)CC2(C)OC(=O)C(Cc3cnc[nH]3)N2C(=S)N1 (stereo not drawn)	17	-9	nt
COc1ccc(S(=O)(=O)N2CCc3ccccc3C2)cc1N1CCN(C(=O)c2cc(C)on2)CC1	12	-5	-6
O=C(c1ccc(C(F)(F)F)cc1)N1CCCC(N2CCN(CCOc3ccccc3)CC2)C1 (stereo not drawn)	12	-3	-3
CCNC(=O)N(Cc1c(-c2ccccc2)noc1N(CC)CC)C1CC1	4	-3	-2
CS(=O)(=O)c1ccccc1C(=O)N(CCCN1CCOCC1)c1nc2c(F)cc(F)cc2s1	3	-1	-3
CCS(=O)(=O)Oc1ccc(CN(CC(C)C)S(=O)(=O)c2c(C)cc(C)cc2C)cc1	14	-10	-6
C=CCn1c(COc2cc(C)ccc2C(C)C)nnc1SCC(=O)NC(=O)NC	0	5	nt
O=C(c1ccoc1)N1CCC2(CCCN(CCCc3ccccc3)C2)C1 (stereo not drawn)	6	-5	nt
COCCSc1nc2c(c(=O)[nH]c(=O)n2C)n1CCC(C)C	nt	-7	-7
COCCCN(Cc1c(-c2ccc(F)cc2)noc1N1CCN(C)CC1)C(=O)COC	8	-3	-5
CC(C)N(CC(=O)N1CC(=O)N(c2ccc(Cl)cc2)C1)C(=O)c1cccc(C(F)(F)F)c1	3	-1	-8
CCc1cc(CN(C)Cc2ccc(C(C)=O)cc2)on1	5	-4	nt
Cc1cc(C)cc(NC(=O)CC(=O)NCCNc2cccnc2)c1	16	-5	nt
CC(C)C1CN(C(=O)c2ccncc2F)CCC(=O)N1Cc1ccc(F)cc1 (stereo not drawn)	-5	-3	1
c1ccc(Oc2cccc(Oc3ccccc3)n2)cc1	-4	2	nt
CCOc1ccccc1OCCOc1ccc(Cl)cc1C	25	-11	nt
CCN(CC)C(=O)Oc1ccc2c(ccn2Cc2cc(F)ccc2C)c1-c1cc(C)cc(C)c1	3	-9	-7
O=C1c2oc3ccc(Cl)cc3c(=O)c2C(c2ccccn2)N1c1ccccn1 (stereo not drawn)	9	-5	nt
O=C(NC1CCCC1)c1ccc(N2CCC(NC3CCN(Cc4ccccc4)C3)CC2)cc1 (stereo not drawn)	2	-8	-19
COCc1noc(-c2ccc(-c3ccc(C(C)N4CCOCC4)cc3)nc2)n1 (stereo not drawn)	1	-7	-10
CCCn1c(S(=O)(=O)CC(=O)Nc2ccc(Cl)cc2F)n[nH]c1=O	3	-9	nt
Cc1cccc(-c2nc3ccc(Br)cn3c2NC(C)(C)CC(C)(C)C)c1	10&25	-2&-9	-10&-6
CCOc1ccc(-c2ccnc(N3CCN(S(=O)(=O)c4ccccc4C(F)(F)F)CC3)n2)cc1	4	-5	-6
CC(C)c1ccc(CN(CCCC(=O)NC(N)=O)C2CC2)cc1	1	-9	nt
Cc1ccc2nc(-c3ccco3)nc(Cl)c2c1	1	2	nt
COc1cccc(C(=O)Nc2cc(C)ccc2NC(=O)c2ccccc2C)c1OC	16	-8	-12
O=C(c1cnn2c1NC(c1ccco1)CC2C(F)(F)F)N1CCSCC1 (stereo not drawn)	22	-4	-5
CCOC(=O)c1c(-c2ccccc2)cc(-c2ccccc2)sc1=O	5	-9	nt
O=c1[nH]c(CN2CCCCCCC2)nc2sc3c(c12)CCCC3	-1	0	nt
COC(=O)c1cc(OCC(=O)Nc2ccon2)cc(C(=O)OC)c1	3	-3	nt
CCOC(=O)c1cnc(C)nc1NCCc1ccccc1Cl	-2	0	-4
CN(C)c1ccc(NC(=O)c2cccc(F)c2)cc1CN(Cc1ccco1)C(=O)C1CC1	3	-2	-8
O=C(NNC(=O)c1ccccc1C(F)(F)F)c1ccc(=O)n(Cc2ccc(Cl)cc2)c1	-7	-5	-7
C=Cc1ccc(S(=O)(=O)Nc2ccccc2C(=O)NCCc2ccc(OC)cc2)cc1	1	2	2
Cc1sc(-c2ccco2)nc1C(=O)N1CCCC(O)(C(F)(F)F)C1 (stereo not drawn)	-1	-7	nt
